GSK3B inh – human GSK3beta kinase inhibition | P49841 | GST-GSK3beta kinase, ADP-Glo luminescence, 60 min; active compounds read low | activity score (negative = inhibition), % at 10 µM | hit rate 0.038% among 300,000 | AID 2097;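 active = more than half of replicate wells score below -50%, meaning over 50% inhibition versus plate controls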;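 note: 0% = median DMSO wells and -100% = median GW8510 positive control wells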
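Assay system: GST-tagged human GSK3beta kinase, cell-free; Input: 1.6 ng GSK3beta; Medium: Tris/MgCl2 kinase buffer; Timing: 60 min enzyme reaction, room temperature; Signal: ADP-Glo luminescence quantifying ADP generated by kinase; Evaluation: score relative to plate controls; Benchmarks: DMSO neutral wells and GW8510 at 20 µM as positive.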
KCNQ1 inh – blocks the human KCNQ1 potassium channel; hit rate 1.3% among 310,000; CHO-K1 KCNQ1, FluxOR thallium flux fluorescence; active compounds read high; P51787; AID 2642; B-score at 10 µM;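 active = compounds whose thallium flux B-score, printed positive for inhibition, exceeds three library SD while starting fluorescence stays within three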;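 note: channel opened by potassium depolarization with thallium stimulus after 20 min compound exposure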
PolyA inhibitor – inhibitors of polyadenylation in S. cerevisiae; hit rate 0.02% among 300,000; S. cerevisiae SKY197-pL101 polyadenylation reporter, beta-gal luminescence; efflux-impaired pdr1/pdr3 knockout yeast; score 100 = 6 SD above DMSO; AID 1875; calls only at 12 µM;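 active = lowest replicate activity score at least 50, where 100 means six control SD above control mean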;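 note: yeast exposed to compound for 9 h at 30 °C; higher score means more reporter readthrough which indicates perturbed polyadenylation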
RGS4 inh – inhibitors of human RGS4; P49798; HEK293 M3R/RGS4 inducible, Fluo-4 calcium flux; active compounds read high; triggered by carbachol at its EC20; B-score at 10 µM; hit rate 0.45% among 310,000; AID 463165;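 active = B-score, a plate-corrected calcium signal, over three deviations above library mean, with baseline fluorescence within five deviations of library mean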;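 note: RGS4 expression induced by doxycycline in cells with stable M3 receptor; B-score is computed from the integrated fluorescence ratio over baseline after carbachol; higher B-score means a larger calcium signal and so more RGS4 inhibition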
Target sequence (P49798 whole entry, looked up): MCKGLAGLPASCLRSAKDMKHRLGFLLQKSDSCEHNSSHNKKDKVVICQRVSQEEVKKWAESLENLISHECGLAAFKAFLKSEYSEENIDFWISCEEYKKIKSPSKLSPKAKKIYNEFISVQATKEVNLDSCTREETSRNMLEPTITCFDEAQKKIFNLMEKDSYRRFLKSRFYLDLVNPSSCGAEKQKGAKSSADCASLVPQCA
GSK3 alpha inh – inhibitors of human GSK-3 alpha kinase; ADP-Glo luminescence, 60 min; inhibition, % at 10 µM; P49840; hit rate 0.1% among 320,000;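 in the data active = inhibition above about 50%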;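 note: GST-tagged GSK-3 alpha with peptide substrate and 25 µM ATP; 0% = DMSO neutral wells and 100% = GW8510 positive control wells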
RGS4 act – potentiators or activators of RGS4; AID 463111; hit rate 0.92% among 310,000; HEK293 M3R/inducible RGS4, carbachol calcium flux Fluo4; active compounds read low; B-score at 10 µM;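 active = B-score of the integrated calcium signal more than 4 SD below the library mean, with starting fluorescence not abnormally high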;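 note: negative B-score means reduced calcium response which marks RGS4 activation or potentiation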
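Material: Inducible-RGS4 HEK293 cells carrying M3 receptor; also added: carbachol at ECmax as muscarinic agonist stimulus; incubation: compound preincubation 20 min at room temperature before agonist; signal: Fluo4-AM (2 µM) calcium-flux fluorescence, kinetic read; measure: integrated calcium ratio converted to B score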
KCNK9 block – inhibitors of human KCNK9 two-pore domain potassium channel; hit rate 1.2% among 310,000; Q9NPC2; B-score at 10 µM; HEK293 KCNK9, FluxOR thallium flux fluorescence; active compounds read low;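 active = ratio B-score over 3 SD below the library mean, with starting fluorescence within 5 SD of its mean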;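 note: negative B-score means less thallium flux so channel inhibition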
Target sequence (Q9NPC2 whole entry, looked up, the tested form may be a part): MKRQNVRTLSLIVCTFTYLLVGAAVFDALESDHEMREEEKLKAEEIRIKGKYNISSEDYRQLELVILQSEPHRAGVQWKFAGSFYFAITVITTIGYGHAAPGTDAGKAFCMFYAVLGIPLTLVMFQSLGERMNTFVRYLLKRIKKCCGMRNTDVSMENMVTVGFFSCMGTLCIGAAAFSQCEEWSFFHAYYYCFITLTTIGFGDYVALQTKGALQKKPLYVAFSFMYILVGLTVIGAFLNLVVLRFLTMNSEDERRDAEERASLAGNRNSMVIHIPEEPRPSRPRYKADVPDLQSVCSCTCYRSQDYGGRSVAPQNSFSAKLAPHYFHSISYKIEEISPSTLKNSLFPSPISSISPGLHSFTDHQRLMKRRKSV
KCNK3 block – human KCNK3 channel inhibition, primary screen | O14649 | CHO-KCNK3 thallium flux, FluxOR fluorescence; active compounds read low | B-score at 10 µM | hit rate 0.84% among 340,000;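 active = B-score under library mean minus 4 SD, starting fluorescence ratio at most library mean plus 5 SD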;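 note: more negative B-score means stronger inhibition of thallium flux through KCNK3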
Target sequence (O14649 whole entry, looked up): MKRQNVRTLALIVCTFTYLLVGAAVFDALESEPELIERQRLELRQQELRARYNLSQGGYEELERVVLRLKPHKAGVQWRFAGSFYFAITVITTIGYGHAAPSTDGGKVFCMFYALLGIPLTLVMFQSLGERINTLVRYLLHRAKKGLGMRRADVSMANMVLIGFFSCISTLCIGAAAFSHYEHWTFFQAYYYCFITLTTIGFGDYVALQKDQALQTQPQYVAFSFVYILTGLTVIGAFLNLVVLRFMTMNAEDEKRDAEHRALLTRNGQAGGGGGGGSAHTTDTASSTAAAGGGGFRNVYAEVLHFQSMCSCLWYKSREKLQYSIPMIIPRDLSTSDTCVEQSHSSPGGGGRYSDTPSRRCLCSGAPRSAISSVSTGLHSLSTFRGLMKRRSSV
DYRK1A inh – inhibitors of rat Dyrk1A kinase. inhibition, % at 12.5 µM. hit rate 0.43% among 310,000. AID 504441. ADP-Glo luminescence, NFATc1 peptide. Q63470; in the data active = inhibition above about 50%;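 note: plate controls were vehicle with enzyme for no effect and no enzyme for full effect; many of its hits are not listed in these tables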
hERG rescue – shields human hERG channel from block by proarrhythmic agents. CHO-hERG, FluxOR thallium flux, dofetilide IC70 present. hit rate 0.51% among 310,000. activation (rescue from dofetilide block), less the hit threshold, % at 10 µM. AID 1511;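 active = activation above the mean of controls blocked by dofetilide plus 5 SD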;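 note: thallium influx through hERG after potassium depolarization seen as dye fluorescence rise; in these data hits start at about 4.7%; inactives centre near -7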
KCNQ1 pot – human KCNQ1 channel potentiation or activation | P51787 | CHO-K1 KCNQ1, thallium flux FluxOR fluorescence; active compounds read high | B-score at 10 µM | hit rate 0.35% among 310,000;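 active = fluorescence ratio B-score, a plate-corrected score, at least three library SD, with initial intensity B-score within 5 SD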
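assay system = KCNQ1-transfected CHO-K1 cells | medium = assay buffer with matched DMSO | probe or stimulus = depolarizing K+/Tl+ stimulus, K2SO4 and Tl2SO4 each 12.5 mM in 5x stock | dosing = single dose | incubation = dye 90 min, compound 20 min, room temperature | detection = kinetic FluxOR fluorescence, 10 s baseline plus 110 s post-stimulus | evaluation = ratio B score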
* hit, by the source's call; i = inactive; x = no result given.

SMILES,GSK3B inh,KCNQ1 inh,PolyA inhibitor,RGS4 inh,GSK3 alpha inh,RGS4 act,KCNK9 block,KCNK3 block,DYRK1A inh,hERG rescue,KCNQ1 pot
O=C(c1ccc(Cl)c([N+](=O)[O-])c1)N1CCN(C(=O)c2ccco2)CC1,-3.3,i,i,i,0.6,i,i,i,5.9,-10.9,i
FC(F)(F)c1cnc(COc2ccc(Cl)cc2Cl)c(Cl)c1,-2.8,i,i,i,-1.5,i,i,-9.65*,-4.7,-2.5,i
O=[N+]([O-])c1ccc(/C=N/n2cn[nH]c2=S)cc1,-0.5,i,i,i,-1.1,i,i,i,-1.8,-7.4,i
CCS(=O)(=O)N1CCC(C(=O)NCc2ccc(F)cc2)CC1,-0.7,i,i,i,-0.2,i,i,i,-5.0,-8.2,i
Fc1ccc(C(CCNCc2ccccn2)c2ccc(Cl)cc2)cc1 (stereo not drawn),-2.1,i,i,i,2.5,i,i,i,2.8,-18.8,i
COc1cccc(-c2noc(CCC(=O)NC3CCCC3)n2)c1,0.3,i,i,i,-2.7,i,i,i,-0.7,-6.4,i
O=C(O)COc1ccc(C(=O)c2ccccc2)cc1,-2.3,i,i,i,-1.9,i,i,i,1.4,-8.5,i
CCOc1ccc(NC(=O)c2ccccc2SC)cc1,-0.2,i,i,i,-1.1,i,i,i,11.9,-13.2,i
CC(C)CC1Nc2ncnc(N3CCCCC3)c2N(Cc2ccccc2)C1=O (stereo not drawn),-0.9,i,i,i,-1.8,i,-9.12*,i,2.6,-9.3,i
COc1ccc(C(CNC(=O)COc2ccc(F)cc2Br)N2CCCC2)cc1 (stereo not drawn),-5.2,i,i,i,-0.4,i,i,i,-1.0,-17.4,i

Random excerpt: five entries already listed
SMILES,GSK3B inh,KCNQ1 inh,PolyA inhibitor,RGS4 inh,GSK3 alpha inh,RGS4 act,KCNK9 block,KCNK3 block,DYRK1A inh,hERG rescue,KCNQ1 pot
CCS(=O)(=O)N1CCC(C(=O)NCc2ccc(F)cc2)CC1,-0.7,i,i,i,-0.2,i,i,i,-5.0,-8.2,i
CC(C)CC1Nc2ncnc(N3CCCCC3)c2N(Cc2ccccc2)C1=O (stereo not drawn),-0.9,i,i,i,-1.8,i,-9.12*,i,2.6,-9.3,i
O=[N+]([O-])c1ccc(/C=N/n2cn[nH]c2=S)cc1,-0.5,i,i,i,-1.1,i,i,i,-1.8,-7.4,i
FC(F)(F)c1cnc(COc2ccc(Cl)cc2Cl)c(Cl)c1,-2.8,i,i,i,-1.5,i,i,-9.65*,-4.7,-2.5,i
CCOc1ccc(NC(=O)c2ccccc2SC)cc1,-0.2,i,i,i,-1.1,i,i,i,11.9,-13.2,i

Other compounds follow.
SMILES,GSK3B inh,KCNQ1 inh,PolyA inhibitor,RGS4 inh,GSK3 alpha inh,RGS4 act,KCNK9 block,KCNK3 block,DYRK1A inh,hERG rescue,KCNQ1 pot
COc1ccc2cc3cc(C(=O)NCCN4CCN(Cc5ccccc5)CC4)oc3nc2c1,5.3,i,i,i,2.4,i,i,i,51.7*,-4.1,i
Fc1ccc(COc2ccccc2CNc2nn[nH]n2)cc1,-0.3,i,i,i,x,i,i,i,3.0,-8.0,i
Cc1cc(C(=O)NNC(=O)Cc2ccc(Cl)cc2)c(C)o1,3.1,i,i,i,-3.2,i,i,i,-3.1,-11.6,i
CC1CCCN(C(=O)C2CCN(CCCc3ccccc3)CC2)C1 (stereo not drawn),1.6,i,i,i,-2.6,i,i,x,x,-6.5,i
COC(=O)c1cc(NC(=O)c2c(-c3ccccc3)noc2C)ccc1N1CCOCC1,-1.7,i,i,i,-1.6,i,i,i,x,-9.4,i
O=C(N/N=C/C=C/c1ccco1)c1ccccc1Cl,-0.8,i,i,i,3.2,i,i,i,7.6,-11.2,i
CCN1C(=O)[C@H]2[C@@H](c3ccc(C)cc3)N3C(=O)N(c4ccc(C)cc4)C(=O)[C@@]3(C)[C@H]2C1=O,3.3,i,i,i,1.4,i,i,i,-3.0,-4.8,i
CCn1c(SCC(=O)N/N=C/c2c[nH]c3ccccc23)nnc1-c1ccc(C(C)(C)C)cc1,1.5,i,i,i,0.3,i,i,i,1.3,-2.5,i
CC(=O)N1c2ccc(S(=O)(=O)N3CCC(C(=O)Nc4cc(C)ccn4)CC3)cc2CC1C (stereo not drawn),-0.4,i,i,i,9.2,i,i,i,2.9,-6.8,i
COc1cccc(/C=C/C(=O)OCC(=O)Nc2ccc(N3CCOCC3)cc2)c1OC,-0.5,i,i,i,0.9,i,i,i,0.8,-1.1,i
CS(=O)(=O)NNC(=O)Cn1nnc(-c2cc(C(F)(F)F)cc(C(F)(F)F)c2)n1,-2.8,i,i,i,-2.0,i,i,i,x,0.5,i
CCC(C)[C@@H](C(=O)N1CCNCC1)n1cc(CCCCN)nn1 (stereo partly drawn),-0.6,i,i,i,1.3,i,i,i,-6.9,-7.4,i
Cn1c(SCc2cccnc2)nc2cccnc21,1.4,i,i,i,-1.9,i,i,i,-17.8,-2.0,i
CCNc1nnc(-c2ccc(C)cc2)o1,0.2,i,i,i,-1.4,i,i,i,0.7,-10.0,i
COC(=O)C1=C(C)N(CCCC(=O)O)C(=O)NC1c1ccc(OC)cc1 (stereo not drawn),-4.6,i,i,i,-0.7,i,i,i,6.9,-8.8,i
Cc1c(NC(=O)C2CCCN(S(=O)(=O)c3cnc[nH]3)C2)c(=O)n(-c2ccccc2)n1C (stereo not drawn),0.3,i,i,i,-0.7,i,i,i,3.5,0.8,i
Nc1nc(NCc2ccco2)nc(NCCO)c1[N+](=O)[O-],-8.9,i,i,i,35.8,i,i,i,x,-2.6,i
Cc1cc(C)n(CC(=O)NCCC2=CCCCC2)n1,0.8,i,i,i,-0.8,i,i,i,-2.6,-4.1,i
CCc1cccc(CC)c1NC(=O)CSc1nnc(C(C)C)n1CC,0.2,i,i,i,-0.2,i,i,i,9.4,-5.4,i
CCCS(=O)(=O)N1CCCC(C(=O)N2CCCCC2)C1 (stereo not drawn),2.8,i,i,i,-1.2,i,i,i,-1.0,-5.8,i
Cc1cccc([C@@H]2[C@@H]3C(=O)N(Cc4ccccc4)C(=O)[C@@H]3[C@]3(C)C(=O)N(c4cccc(Cl)c4)C(=O)N23)c1,-2.4,i,i,i,-1.3,i,i,i,0.1,-9.7,i
COCCCN(C(C)=O)c1nc(-c2ccc(OC)cc2)cs1,-4.1,i,i,i,-0.2,i,i,i,76.3*,-17.1,i
CN1CCN(C(=O)c2cc(Cl)cc(Cl)c2NC(=O)c2ccco2)CC1,0.7,i,i,i,-4.2,i,i,i,-3.6,-2.0,i
Nc1[nH]nc2nc(NCc3ccccc3)c3c(c12)CCN(Cc1ccccc1)C3,-2.8,i,i,i,2.0,i,i,i,0.3,-12.8,i
Cc1c(C)n(Cc2ccccc2)c2ncnc(NCCCN(C)C)c12,-1.9,i,i,i,-2.2,-9.44*,i,i,-4.6,-0.1,i
C=CCn1cc(C(=O)NCCCOCC)c(=O)c2cc(S(=O)(=O)N(CC)CC)ccc21,3.6,i,i,i,-1.2,i,i,i,-0.1,-10.3,i
CCOc1ccc(N(C(=O)c2ccccc2Cl)C2=NC(C)(C)CS2)cc1,1.2,i,i,i,-0.4,i,i,i,x,-9.9,i
CCOC(=O)Cc1csc(NC(=O)c2ccco2)n1,1.5,i,i,i,-1.9,i,i,i,7.3,-8.8,i
CC(=O)Oc1c(Sc2ccccc2[N+](=O)[O-])c(C)nn1C(C)(C)C,2.3,i,i,i,-0.3,i,i,i,1.8,-22.1,i
O=C(COC(=O)COc1ccccc1)NCCc1ccccc1,-2.8,i,i,i,-2.9,i,i,i,11.2,-15.0,i
CC(C)(C)N/N=C/c1c(O)n(-c2ccc(Cl)cn2)c(=O)c2ccccc12,0.4,i,i,i,-0.8,i,i,i,-0.4,-7.0,i
COc1ccc(OC)c(C2NC(=O)NC(C)=C2C(=O)OC2CCCCC2)c1 (stereo not drawn),0.0,i,i,i,-0.3,i,i,i,14.1,-3.7,i
CCc1ccc(CNC(=O)C2CCCN(S(=O)(=O)N3CC(C)CC(C)C3)C2)cc1 (stereo not drawn),2.5,i,i,i,-1.9,i,-8.17*,i,1.4,-6.9,i
COc1ccc(NC(=O)C2CCCN2C(=O)NC2CCCCC2)c(OC)c1 (stereo not drawn),-2.5,i,i,i,1.0,i,i,i,-10.3,-4.2,i
COc1c(OC(C)=O)ccc(/C=N\NC(=O)c2ccc(Br)cc2)c1[N+](=O)[O-],0.3,i,i,i,0.0,i,i,i,4.2,-17.3,i
O=[N+]([O-])c1ccc2c(c1)CNc1ccccc1O2,-2.7,i,i,i,x,i,i,i,-1.0,-2.4,i
O=C(c1ccccc1)c1ccc2ccccc2n1,-2.5,i,i,i,1.3,i,i,i,-3.3,-7.5,i
Cn1c(=O)[nH]c(=O)c2c1nc(N1CCN(CCO)CC1)n2Cc1ccccc1,x,i,x,i,-1.4,i,i,i,-1.0,-1.9,i
OC(c1ccccc1)(c1ccccc1)C1CCN(C(=S)NCCc2ccccc2)CC1,0.2,i,i,i,-2.2,i,i,i,0.6,-1.2,i
Cc1ccc(S(=O)(=O)N2CCCC2)cc1C(=O)NC1CCCCC1,-6.5,i,i,i,1.6,i,i,i,-0.6,-5.2,i
O=C(c1cccc(C(=O)N2CCC(O)(c3ccccc3)CC2)c1)N1CCC(O)(c2ccccc2)CC1,-0.3,i,i,i,-3.0,i,i,i,x,-7.7,i
COc1ccc(CNC(=O)C2CCCN2)cc1OC (stereo not drawn),9.7,i,i,i,-0.2,i,i,i,-2.0,-8.0,i
COc1cc(NC(=O)CSc2nnc(C)s2)cc(OC)c1,-4.8,i,i,i,1.3,i,i,i,4.0,-4.5,i

Some of the compounds tested; the hit share may differ from the screen's.
